Compound activity: PubChem BioAssay, several laboratories
TNAP inh noacc = inhibitors of human TNAP without phosphate acceptor. P05186. purified TNAP, CDP-star luminescence, 30 min. inhibition, % at 20 µM. 0.26% of 200,000 active. AID 1012;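 active = tissue-nonspecific alkaline phosphatase inhibition above about 50% at 20 µM in the single-dose screen, limit read from the data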;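 note: 0% = DMSO negative control and 100% = EDTA positive control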
Target sequence (P05186 whole entry, looked up): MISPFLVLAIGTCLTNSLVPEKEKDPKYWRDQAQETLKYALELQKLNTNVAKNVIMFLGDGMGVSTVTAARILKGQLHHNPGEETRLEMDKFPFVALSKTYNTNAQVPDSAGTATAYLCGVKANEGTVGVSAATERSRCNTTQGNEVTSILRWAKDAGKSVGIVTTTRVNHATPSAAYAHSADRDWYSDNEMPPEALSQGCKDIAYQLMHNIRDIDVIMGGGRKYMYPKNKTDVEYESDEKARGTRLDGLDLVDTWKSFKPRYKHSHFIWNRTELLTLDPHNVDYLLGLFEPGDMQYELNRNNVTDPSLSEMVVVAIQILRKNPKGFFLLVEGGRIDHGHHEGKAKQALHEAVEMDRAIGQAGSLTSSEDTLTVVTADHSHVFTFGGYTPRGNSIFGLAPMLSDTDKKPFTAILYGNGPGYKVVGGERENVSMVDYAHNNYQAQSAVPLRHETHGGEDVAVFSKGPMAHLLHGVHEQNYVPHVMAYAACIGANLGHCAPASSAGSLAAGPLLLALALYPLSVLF
bIAP inhibitor = blocks bovine intestinal alkaline phosphatase activity; purified bovine IAP, CDP-star luminescence, 30 min; inhibition, % at 20 µM; 190,000 tested, under 10 active;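 active = over 50% inhibition of intestinal alkaline phosphatase at 20 µM in the single-dose screen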
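System: Purified bovine intestinal alkaline phosphatase (IAP) enzyme | Input: IAP diluted 1/65,000,000 in the well | Also added: CDP-star chemiluminescent phosphatase substrate, 30 µM final | Dosing: 20 µM single dose | Times: Enzyme reaction for 30 min at room temperature | Detection: Luminescence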
RAM network inh = yeast RAM network inhibition. S. cerevisiae dse1pr::URA3 reporter, 5-FOA growth OD615, 2 d; analog-sensitive cbk1-as2 kinase mutant strain. inhibition, % at 50 µM. 1.8% of 190,000 active. AID 868;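 active = inhibition above a set limit, 3 SD over mean compound inhibition, cut at about 8.4% in these data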;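 note: 0% = DMSO-only wells with no growth and 100% = 10 µM 1-NA-PP1 full growth; inhibition rescues growth on 5-FOA so higher OD means more RAM inhibition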
bIAP act = increases bovine intestinal alkaline phosphatase activity; purified bovine IAP, CDP-star luminescence, 30 min; active compounds read high; fold of DMSO-control signal, blank-subtracted; activation factor at 20 µM; AID 1016; 0.17% of 200,000 active;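 active = activation factor of 2 or more at 20 µM, a signal rise over negative controls twice the positive control's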
FLuc act counter = firefly luciferase counter-screen for stimulation assays; P08659; ATPlite luciferase biochemical, luminescence, 10 min; 0 = ATP-free wells, 1 = DMSO control; activation factor at 10 µM; 200,000 tested, under 10 active;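 active = luciferase activation factor, scaled between plate controls, of at least 2 with compound at 10 µM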
Target sequence (P08659 whole entry, looked up): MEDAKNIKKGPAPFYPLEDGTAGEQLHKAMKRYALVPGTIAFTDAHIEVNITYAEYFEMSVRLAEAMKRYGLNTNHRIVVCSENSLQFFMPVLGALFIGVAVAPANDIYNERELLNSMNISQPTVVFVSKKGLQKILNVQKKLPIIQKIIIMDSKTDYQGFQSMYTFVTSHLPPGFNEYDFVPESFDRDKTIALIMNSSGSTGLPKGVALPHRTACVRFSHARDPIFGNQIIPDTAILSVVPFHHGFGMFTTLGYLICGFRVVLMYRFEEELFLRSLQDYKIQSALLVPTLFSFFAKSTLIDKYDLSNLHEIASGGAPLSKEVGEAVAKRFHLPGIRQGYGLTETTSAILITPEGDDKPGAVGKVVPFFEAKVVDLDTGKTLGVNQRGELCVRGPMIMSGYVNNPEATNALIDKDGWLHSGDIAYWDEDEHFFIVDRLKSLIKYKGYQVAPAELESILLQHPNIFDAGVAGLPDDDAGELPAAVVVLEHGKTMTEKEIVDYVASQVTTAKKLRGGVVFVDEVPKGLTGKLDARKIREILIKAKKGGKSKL
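Material: Luciferase/luciferin reagent mix; Doses: test compounds dosed from 2 mM stocks in 100% DMSO; Schedule: 10 min incubation after luciferase reagent addition, room temperature; Measured by: luminescence from luciferase reaction; Read-out: luminescence gain marking luciferase activators.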
APP transl inh = APP translation inhibition; SH-SY5Y APP 5'UTR-luciferase reporter, luminescence; inhibition, % at 2 µM; 0.82% of 190,000 active;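 active = inhibition above a set limit, derived from the sample mean plus 3 SD, cut at about 45% in these data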; note: values of inactives mirror those of a sister screen read the other way
TNAP inh hiacc = blocks human TNAP under high phosphate acceptor concentration; 0.03% of 200,000 active; purified TNAP, CDP-star luminescence, 1 M DEA; inhibition, % at 20 µM;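 active = over 50% inhibition of tissue-nonspecific alkaline phosphatase at 20 µM in the single-dose screen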;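 note: plate controls were DMSO wells for no effect and EDTA-quenched wells as full inhibition for full effect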
Lmaj promast = Leishmania major promastigote growth inhibition; Leishmania major promastigotes, resazurin fluorescence viability; 9% of 200,000 active; inhibition, % at 10 µM; in the data active = inhibition above about 50%;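 note: promastigotes grown with compound for 44 hours at 28 °C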
TNAP act hiacc = increases human TNAP activity under high phosphate acceptor concentration; P05186; purified TNAP, CDP-star luminescence, 1 M DEA, 30 min; active compounds read high; 0 = EDTA background, 1 = DMSO-only activity; activation factor at 20 µM; 200,000 tested, under 10 active; AID 1136;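 active = activation factor at least 2 at 20 µM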
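Control set: EDTA negative control, DMSO positive control / Assay system: human TNAP / Quantity: TNAP 1/800 final / Evaluation: TNAP activation factor scaled between EDTA and DMSO control wells / Measured by: luminescent substrate turnover signal / Compound dosing: one dose, 20 µM / Times: 30 min enzyme reaction at room temperature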
FLuc inh counter = inhibits firefly luciferase, flagging false hits in luciferase inhibition screens; ATPLite firefly luciferase biochemical luminescence, 10 min; inhibition, % at 10 µM; 1.5% of 200,000 active; AID 1006;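 active = inhibition above about 50% when tested at 10 µM, limit read from the data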
Active calls of the source: *; . = not tested or not shown.

SMILES	TNAP inh noacc	bIAP inhibitor	RAM network inh	bIAP act	FLuc act counter	APP transl inh	TNAP inh hiacc	Lmaj promast	TNAP act hiacc	FLuc inh counter
CC(=O)c1cccc(CN2CCCC(CCC(=O)NCc3ccccc3F)C2)c1 (stereo not given)	-5.6	-2.5	1.2	1	1.1	-1.4	-6.1	91.5*	1.1	-6.8
Cc1noc(C)c1C(=O)OCC(=O)NCCc1ccc(Cl)cc1	-10.2	3.6	2.8	1	1	-12.1	-7.1	2.1	1.1	-2.5
C=CCN1C(=O)C(Cc2cccc(C)c2)SC1=Nc1ccc(C(=O)O)cc1 (stereo not given)	-8.9	8.6	14.6*	0.9	1.1	1.5	-0.9	-7.2	1	-7.6
O=C(COc1ccccc1Cl)c1ccc2c(c1)CCCC2	-4.0	27.1	1.2	0.7	0.8	-37.0	-2.3	-4.8	1	17.6
CC1(C(=O)OCC(=O)Nc2ccccc2)CC1(Cl)Cl (stereo not given)	-6.9	10.4	0.5	0.9	0.9	-0.9	-7.2	3.1	1.1	13.6
CCN1/C(=C/c2cc[n+](CCCS(=O)(=O)[O-])c3ccccc23)Sc2ccccc21	25.2	-1.6	1.0	1	1	-12.0	21.7	99.8*	0.8	-2.9
COCCn1nnnc1C(c1cccc(C(F)(F)F)c1)N1CCOCC1 (stereo not given)	-1.3	-0.5	-1.0	1	1	-13.3	-5.3	-5.7	1.1	-2.9
COc1ccc(Cc2nnc(SCC(=O)NC3CCCC3)o2)cc1	-6.0	8.2	0.0	0.9	0.9	11.8	-0.2	-4.6	1	6.5
O=C1c2ccccc2C(=O)N1C/C=C/c1ccccc1	-4.0	4.4	3.6	1	1	6.0	1.2	-5.8	1	-3.2
O=C(O)c1ccccc1-c1ccccc1C(=O)NCCCO	6.9	3.3	-0.1	1	1	-4.0	-3.8	-3.2	1	-2.0
CCC(c1nnnn1Cc1ccccc1)N1CCN(c2ccccc2)CC1 (stereo not given)	-6.0	-11.8	0.5	1.1	1.1	-1.8	-3.0	38.3	1	-10.6
COc1ccc(C2=COc3ccccc3C(=O)N2)cc1	-6.4	-1.5	1.9	1	0.9	7.4	0.6	-3.5	1	8.5
Cc1cc(C)cc(OCc2nnc(SCC(=O)N3CCN(c4ccccc4)CC3)o2)c1	-9.4	-3.0	2.5	1	1	11.8	-0.5	-2.7	1	1.3
COc1ccc(C2=Nc3ccc(Br)cc3C(c3ccccc3)N2CC(=O)NN)cc1 (stereo not given)	6.9	8.2	1.3	0.9	1	-0.7	-1.5	2.3	1	-1.6
COc1ccc(C2(CN(C(C)=O)C(C)=O)CCCC2)cc1OC	-3.3	-9.6	0.8	1.1	1	8.5	-0.3	-2.2	1	-1.7
CC(C)(Oc1ccc(CCNC(=O)c2ccc(-c3ccccc3)o2)cc1)C(=O)O	-16.3	-1.9	2.9	1	1	-2.3	8.6	-8.2	0.9	3.2
Cc1nc(N2CCC(C)CC2)c2oc3ccccc3c2n1	-10.7	8.2	0.3	0.9	1	13.5	-7.2	1.9	1.1	-3.9
Nc1ccc(N=Nc2ccc(N)cc2)cc1	19.5	31.6	0.6	0.7	0.4	-26.2	23.0	11.8	0.8	64.0*
O=Cc1cn[nH]c1-c1ccccc1	74.9*	4.4	0.9	1	1.1	-19.8	-3.4	-5.5	1	-8.0
CN(C(=O)COC(=O)c1ccc(Cl)cc1N)C1CCS(=O)(=O)C1 (stereo not given)	-10.5	-0.1	0.3	1	1.1	-18.0	-5.3	-2.1	1.1	-7.2
COc1cc(C(=S)N2CCN(c3ccccc3Cl)CC2)cc(O)c1O	3.3	-26.7	0.5	1.3	1	7.6	12.9	16.0	0.9	-3.3
Cc1cc(C)cc(Oc2ccc(C(F)(F)F)cc2C#N)c1	-17.1	31.0	1.4	0.7	1	-5.9	-2.2	-5.0	1	-4.4
CNc1c([N+](=O)[O-])cnn1-c1ccccc1Cl	-12.8	-1.3	1.3	1	0.8	-26.1	-3.7	-2.0	1	19.2
COc1ccc([N+](=O)[O-])cc1NC(=O)Cc1noc2ccc(C)cc12	-14.0	2.3	2.9	1	1	3.2	-3.0	6.5	1	-4.0
OCCNc1c2ccccc2nc2ccccc12	-11.4	-0.8	1.5	1	1	-6.4	-5.9	99.9*	1.1	-4.0
Other results
SMILES	TNAP inh noacc	bIAP inhibitor	RAM network inh	bIAP act	FLuc act counter	APP transl inh	TNAP inh hiacc	Lmaj promast	TNAP act hiacc	FLuc inh counter
COc1ccc(NC(=O)c2cccnc2)c(OC)c1	-12.1	2.7	0.6	1	1	2.9	-2.7	-1.9	1	-4.1
Cc1sc(NC(=O)c2cccs2)c(C(=O)OC(C)C)c1C	-4.5	.	6.1	0.5	1.1	24.3	-5.7	22.9	1.1	-6.5
Oc1[nH]c2ccccc2c1N=NC(=S)NCC1CCCO1 (stereo not given)	-9.2	12.4	4.4	0.9	0.9	-16.5	6.9	8.1	0.9	9.7
CS(=O)(=O)N1CCN(C2C3CC4CC(C3)CC2C4)CC1 (stereo not given)	-6.3	-8.1	0.8	1.1	1	-8.3	0.8	79.8*	1	-4.7
CCCN1C2CCCC1CC(NC(=O)Nc1cccc(C(C)=O)c1)C2 (stereo not given)	-5.0	-4.5	-0.2	1	1	-18.8	2.3	-5.2	1	-0.2
CCCn1nnc(NC(=O)c2ccc(-c3cccc(Cl)c3)o2)n1	-10.9	6.0	-0.5	0.9	1	-33.3	-6.4	76.8*	1.1	-3.2
COc1ccc(-c2noc(CN3CCC(Cc4ccccc4)CC3)n2)cc1	9.1	5.1	1.6	0.9	1.1	-5.9	-7.3	-0.2	1.1	-10.0
CC(C)OC(=O)CSc1nc2ccccc2s1	-7.5	3.0	-1.1	1	0.9	0.3	-4.0	-0.1	1	5.1
COC(=O)[C@H](CCSC)NC(=O)Nc1ccc(C)cc1C	-8.5	2.6	-1.0	1	1	-16.7	-6.5	-8.4	1.1	-1.9
CCOc1cc(N2CCOCC2)c(OCC)cc1NC(=O)c1ccc(OCc2c(C)noc2C)c(OC)c1	3.3	23.3	8.7*	0.8	1	-2.6	-3.1	2.7	1	-3.5
C=CCn1c(SCCOc2ccc(OC)cc2)nnc1C(C)NC(=O)c1ccc(OC)cc1 (stereo not given)	-9.8	10.1	3.5	0.9	0.9	20.3	-1.9	-1.9	1	5.0
Cc1cc(C)cc(NC(=O)C2CCN(S(=O)(=O)c3c(C)n[nH]c3C)CC2)c1	34.9	-35.0	-1.2	1.4	1	12.5	2.2	-1.9	1	-2.0
COCCn1c(C)cc(C2=NNC(=Nc3ccccc3F)SC2)c1C	-4.6	-6.5	1.5	1.1	0.2	52.4*	-3.6	-1.6	1	81.5*
CNC(=S)NCc1ccc2[nH]c(C)cc2c1	-6.8	4.9	3.0	1	1	2.7	-0.5	-7.0	1	-1.7
CCOC(=O)C1(Cc2ccc(Cl)cc2)CCN(Cc2nccn2CC)CC1	-7.1	-5.7	0.3	1.1	1.1	-9.3	-8.6	79.2*	1.1	-6.5
CC(CC(=O)N1CCN(c2ccccc2F)CC1)c1ccccc1 (stereo not given)	-0.1	-12.7	0.8	1.1	1	-4.5	1.1	-2.8	1	1.9
Cc1cc(C(=O)N/N=C2\CC(=O)c3ccccc32)c(C)n1-c1ccccc1	-12.9	-2.7	5.1	1	0.4	-108.1	8.9	97.7*	0.9	60.1*
CC12CC(NC(=O)N1c1cccc(C(=O)N3CCN(c4ccccc4F)CC3)c1)c1ccccc1O2 (stereo not given)	-7.6	0.0	4.3	1	1.1	-1.5	-5.3	2.4	1.1	-5.7
CCc1nc(NCCCCCO)c2nnn(Cc3ccccc3F)c2n1	-7.3	-10.0	1.9	1.1	1.1	6.9	-5.4	9.2	1.1	-5.9
COc1cc(NC(=S)Nc2cccc(C)n2)cc(OC)c1OC	-9.6	14.5	0.0	0.9	1.1	-12.4	-6.3	29.9	1.1	-11.1
COc1ccc(Cl)cc1N(CC(=O)NC1CC1)S(=O)(=O)c1ccc(C)c([N+](=O)[O-])c1	-6.8	3.3	3.2	1	1	7.7	-3.3	-2.8	1	-3.5
N#Cc1cccc(NC(=O)COC(=O)c2ccc3c(=O)n4c(nc3c2)CCC4)c1	4.4	-16.2	0.2	1.2	1.1	-87.1	-1.9	-12.2	1	-6.2
COc1ccc(CNC(=O)c2ccccc2[N+](=O)[O-])cc1	-13.3	0.4	0.9	1	1	4.0	-6.0	10.1	1.1	-2.2
Cc1cc(/C=N/O)c(C)n1-c1ccc(Br)cc1	-1.3	-0.6	1.8	1	1	-0.4	-0.9	5.6	1	1.9
CCOc1ccc(N2C(=O)CC(N(Cc3ccco3)C(=O)CC)C2=O)cc1 (stereo not given)	-4.8	-29.7	-0.3	1.3	1.1	8.2	-4.3	-3.6	1	-6.3
Further structures follow:
SMILES	TNAP inh noacc	bIAP inhibitor	RAM network inh	bIAP act	FLuc act counter	APP transl inh	TNAP inh hiacc	Lmaj promast	TNAP act hiacc	FLuc inh counter
Cc1cc(NCCc2ccccc2F)n2ncnc2n1	-9.1	-1.8	0.0	1	1	18.4	-3.9	-4.8	1	-4.3
FCCCOc1ccc(-c2ccnc3ncnn23)cc1	-5.6	1.3	0.2	1	1.1	1.8	-2.6	-7.6	1	-5.3
NC(=O)CSc1nnc(CNc2ccc(F)cc2)n1CC1CCCO1 (stereo not given)	-10.9	2.7	0.0	1	1	-8.1	-1.4	-3.0	1	-3.9
O=C(O)CCc1nc2cccnc2n1Cc1ccccc1	-10.1	8.5	2.9	0.9	1.1	-6.3	-2.7	-2.8	1	-5.5
CCN(CC(=O)Nc1ccc(Cl)c(S(=O)(=O)N(C)C)c1)Cc1nc2ccccc2c(=O)[nH]1	-162.8	-108.2	3.0	2.1*	1.1	2.8	-6.3	-6.3	1.1	-6.1
CCCc1nn2c(N)c(/C=C3\C=Nc4ccccc43)c(=O)nc2s1	58.2*	7.4	8.3	0.9	1	-17.8	4.8	4.9	1	0.5
CCc1nnc(NC(=O)C2Cc3ccccc3CN2S(=O)(=O)c2cccs2)s1 (stereo not given)	-6.8	3.4	1.8	1	1	-25.4	2.2	52.7*	1	-4.9
Cc1cccc(NC(=O)Cn2c(=O)n(C)c3ccccc32)c1	-15.8	-12.3	1.4	1.1	1	-4.7	-4.5	-3.7	1	-1.6
CCC1Oc2ccccc2N(CC(=O)Nc2ccccc2OC)C1=O (stereo not given)	11.3	22.5	1.8	0.8	1.1	4.8	-7.4	0.7	1.1	-9.5

This is a random part of the collection; overall some 13% were active at least once.
